Runt-SMMHC FRET: inhibitors of human RUNX1 Runt domain binding to CBFb-SMMHC. 220,000 compounds, 0.74% hits. AID 1434. Q01196+Q13951. Cerulean-Runt/Venus-CBFb-SMMHC FRET ratio 530/480, 1 h. inhibition, % at 20 µM;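 active = mean inhibition across duplicate retests at 20 µM reaching about 50%, limit read from the data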;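 also: 0% = DMSO wells and 100% = wells with excess untagged CBFb-SMMHC; inhibitors lower the FRET ratio by blocking Runt binding to CBFb-SMMHC; some results filed as inactive read as strong as hits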
TNF death inh: blocks TNF-alpha induced death of Jurkat FADD-/- cells; Jurkat FADD-/- TNF necroptosis rescue, ATP luminescence, 24 h; 0 = TNF only, 100 = no-TNF cells; activation (protection from cell death), % at 10 µM; 220,000 compounds, 0.068% hits;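 active = activation, meaning protection from cell death, of at least 50% relative to plate controls; inactive = activation below 50%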;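 also: necroptosis triggered by 40 ng/mL TNF-alpha added together with compound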
PPC-1+TRAIL kill: compounds killing PPC-1 cancer cells with TRAIL present (potentiator screen, no TRAIL-free arm); PPC-1 cells + TRAIL, ATPLite viability luminescence; cell killing (% activity), % at 4 µM; 220,000 compounds, 0.41% hits;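 active = cell killing above 50% in the first pass at 4 µM, then a duplicate retest at 5 µM averaging 50% or more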;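 also: plate controls were cells with TRAIL plus DMSO for no effect and medium-only wells lacking cells for full effect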
MDM2 E3 inh: Mdm2 E3 ligase (human) inhibition. 210,000 compounds, 0.11% hits. signal enhancement, % at 5 µM. cell-based MDM2 ubiquitination luciferase reporter, 2 h; 0 = plate control, 100 = twice control, blank-subtracted. Q00987;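 active = signal enhancement of 30% or more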;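 also: luminescence tracks abundance of the self-degrading MDM2-luciferase fusion protein; higher signal means inhibition of MDM2 E3 ligase activity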
Target sequence (Q00987 whole entry, looked up, the tested form may be a part): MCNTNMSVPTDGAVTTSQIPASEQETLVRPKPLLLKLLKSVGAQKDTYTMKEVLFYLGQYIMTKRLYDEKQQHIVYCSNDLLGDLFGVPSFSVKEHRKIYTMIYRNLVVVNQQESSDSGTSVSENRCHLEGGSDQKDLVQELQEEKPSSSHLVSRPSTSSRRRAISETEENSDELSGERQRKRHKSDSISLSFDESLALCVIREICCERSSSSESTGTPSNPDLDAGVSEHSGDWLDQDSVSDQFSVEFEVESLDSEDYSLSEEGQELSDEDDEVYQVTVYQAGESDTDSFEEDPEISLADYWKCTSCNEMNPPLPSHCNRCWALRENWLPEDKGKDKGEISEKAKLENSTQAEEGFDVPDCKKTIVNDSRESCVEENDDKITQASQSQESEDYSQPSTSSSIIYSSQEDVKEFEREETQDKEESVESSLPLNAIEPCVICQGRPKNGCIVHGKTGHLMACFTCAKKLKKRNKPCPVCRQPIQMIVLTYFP
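test system = mammalian cells stably expressing self-ubiquitinating, self-degrading MDM2 E3–luciferase fusion | quantity = 2000 cells/well | incubation = cell settling 4 h, compound treatment 2 h, both 37 °C | signal = luminescence with SteadyLite reagent, 15 min at room temperature | evaluation = % enhancement relative to plate controls after blank subtraction | benchmarks = plate controls and plate blanks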
p47phox inh: p47phox (human) inhibition | 220,000 compounds, 0.53% hits | p47phox/p22phox peptide binding, fluorescence polarization, 2 h | inhibition, % at 24.7 µM | AID 1274 | P14598;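 active = inhibition above about 30%, limit read from the data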;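 also: 0% = p47phox with labelled peptide and 100% = labelled peptide alone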
EBV gp42 inh: blocks Epstein-Barr virus glycoprotein 42 binding; Q1HVG2; Fluorescence polarization binding assay, mP read-out; inhibition, % (tested at 21.74 µM); 220,000 compounds, 0.42% hits; AID 1085; in the data active = inhibition above about 50%
CHOP inh: CHOP inhibition in unfolded protein response | CHO-K1 CHOP-promoter luciferase, tunicamycin-induced, 15-18 h | inhibition, % at 10 µM | 220,000 compounds, 3.8% hits;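 active = compounds that reduced the stress-induced luciferase reporter signal by more than about 70% of percent inhibition, limit read from the data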;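 also: 0% = tunicamycin plus vehicle and 100% = wells without tunicamycin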
TRPML3 agonist: human mucolipin-3 channel agonism; activation, % at 3 µM; HEK293 TRPML3-YFP, Fluo-8 calcium fluorescence; 100% = the carbachol control signal; 220,000 compounds, 0.29% hits;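 active = activation above its plate's cutoff, the mean activation of the plate's test wells plus 3 SD, cut at about 12% in these data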;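 also: 0% = DMSO only wells and 100% = carbachol wells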
Target sequence (Q8TDD5 whole entry, looked up): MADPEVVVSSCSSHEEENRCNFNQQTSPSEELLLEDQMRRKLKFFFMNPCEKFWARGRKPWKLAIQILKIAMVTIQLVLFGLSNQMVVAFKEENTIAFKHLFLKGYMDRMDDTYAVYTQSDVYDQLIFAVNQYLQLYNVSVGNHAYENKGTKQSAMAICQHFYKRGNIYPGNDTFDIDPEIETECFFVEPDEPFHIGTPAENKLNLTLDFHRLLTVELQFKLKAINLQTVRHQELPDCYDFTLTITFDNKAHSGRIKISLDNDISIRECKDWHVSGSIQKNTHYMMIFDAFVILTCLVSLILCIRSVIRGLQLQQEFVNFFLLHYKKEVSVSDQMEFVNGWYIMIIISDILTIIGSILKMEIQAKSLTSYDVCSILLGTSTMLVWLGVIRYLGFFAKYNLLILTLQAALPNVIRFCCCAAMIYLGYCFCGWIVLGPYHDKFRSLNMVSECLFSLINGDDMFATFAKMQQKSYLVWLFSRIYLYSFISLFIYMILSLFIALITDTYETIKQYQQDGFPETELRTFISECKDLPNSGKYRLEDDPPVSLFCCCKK
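Material: HEK293 cells stably carrying human TRPML3-YFP; compound dosing: single dose, 3 µM final nominal compound, 0.3% DMSO final; incubation: 1-h 37 °C dye load, 5-s basal, 120-s post-compound reads; technique: Fluo-8 intracellular calcium fluorescence, excitation 470-495 nm, emission 515-575 nm; read-out basis: percent activation from peak-to-basal fluorescence ratio, scaled between DMSO and carbachol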
TRPN1 ag: agonists of zebrafish TRPN1 channel; activation, % at 3 µM; HEK293 zebrafish TRPN1-YFP, Fluo-8 calcium fluorescence; 100% = response to 87 µM carbachol; 220,000 compounds, 0.18% hits;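 active = activation above its plate's cutoff, the mean activation of test wells on that plate plus 3 SD, cut at about 19% in these data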;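 also: 0% = DMSO alone and 100% = 87 µM carbachol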
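System: zebrafish TRPN1-YFP in HEK293 cells / Dosing: 3 µM single point / Timing: dye loading 1 h at 37 °C, then 30 min room temperature / Signal: Fluo-8 calcium fluorescence, excitation 470-495 nm, emission 515-575 nm / Read-out basis: percent activation from peak over basal fluorescence ratio, control-normalized / Control set: high carbachol 87 µM, low DMSO alone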
Active calls of the source: *; · = no result given.

SMILES	Runt-SMMHC FRET	TNF death inh	PPC-1+TRAIL kill	MDM2 E3 inh	p47phox inh	EBV gp42 inh	CHOP inh	TRPML3 agonist	TRPN1 ag
COc1ccc(C2Nc3ccccc3C(=O)N2c2ccc(C)cc2)cc1COc1ccccn1 (centres undefined)	8	-0.4	3	-2	-31	-8	6	0.2	-0.4
CC(=O)n1nc(-c2ccco2)nc1N	5	0.8	1	-6	0	-5	7	0.6	-0.9
COc1ccc(CC(=O)NCC2(c3ccc(OC)c(OC)c3)CCOCC2)cc1	0	0.1	17	-2	6	-8	24	0.4	0.9
FC(F)(F)c1ccccc1NC(=S)NC1CCN(Cc2ccccc2)CC1	-1	8.7	-5	-11	-1	-13	6	1.2	2.7
O=C(Nc1ccc2c(c1)OCO2)C1CC(c2ccc(F)cc2)=NO1 (centres undefined)	3	-1.0	7	-15	6	-4	40	-0.5	-1.0
CC(C)C(=O)NC(=S)Nc1ccc(S(=O)(=O)N(C)Cc2ccccc2)cc1	0	-9.7	-6	-1	-11	-3	62	0.3	-0.4
CCOC(=O)N1CCC2(CC1)C(C#N)=C(N)Oc1c2sc2nc(C)cc(C)c12	-2	-5.4	3	1	-22	4	50	-0.1	0.1
CS(=O)(=O)c1cnc(-c2ccccc2)nc1-c1ccccc1Cl	30	-1.3	29	-12	-7	-12	-8	3.1	-1.8
O=C(CSc1ncnc2scc(-c3ccc(F)cc3)c12)c1ccc2c(c1)OCCO2	6	-0.5	-1	-7	-10	2	3	0.4	-0.4
CC1(C)CC(=O)C(C(c2ccco2)C2C(=O)CC(C)(C)CC2=O)C(=O)C1	0	-6.1	-3	5	-22	-24	16	0.7	0.6
CCOC(=O)c1ccc(NC(=O)CN2CCN(c3ccccc3)CC2)cc1	0	0.4	4	-7	-9	-18	24	1.2	0.7
CCCCn1nnnc1SCC(=O)Nc1ccc2c(c1)OCCO2	3	0.4	-4	-3	-4	-14	-4	-0.8	0.0
CC(C)C(C)(C#N)NC(=O)CSc1ncnc2sc(-c3ccccc3)cc12 (centres undefined)	-2	-1.0	-40	-13	-33	2	65	1.1	-1.1
O=C1CN(C(=O)COc2ccccc2)CCN1	-8	1.1	13	-14	-5	-7	29	0.8	3.1
COC(=O)c1ccc(S(=O)(=O)N2CCN(C(c3ccccc3)c3ccccc3)CC2)n1C	-1	0.3	22	2	-7	0	16	0.6	0.7
O=C1Nc2ccccc2C12OCC(COc1ccc(Cl)cc1)O2 (centres undefined)	2	-1.1	-32	-6	-18	-9	80*	-0.5	-0.6
CN1CCN(C(=O)CCCOc2cc(=O)n(C)c3ccccc23)CC1	0	-1.4	6	-19	0	0	27	0.8	-0.5
O=C(NCc1cccnc1)Nc1ccc2c(c1)OCO2	0	0.6	4	-1	5	-13	5	0.0	-2.4
CC(=O)COC(=O)c1cc(-c2ccc(C)cc2)nc2ccccc12	-3	-1.0	31	-8	-5	5	0	0.2	0.9
Oc1ccccc1NCC(O)Cn1ccc2ccccc21 (centres undefined)	8	-9.5	16	-16	-2	0	48	0.7	1.8
CN(CC(=O)NC1CCCCCC1)S(=O)(=O)c1ccccc1	-4	-0.2	-2	-2	-1	-9	-3	-0.3	1.3
CC(Nc1ccccc1N1CCCCC1)C(=O)N1CCc2ccccc21 (centres undefined)	0	-1.2	11	-10	10	3	-3	0.7	0.1
CCOc1ccc(OCCSc2nc(N)cc(=O)[nH]2)cc1	-4	5.1	3	-13	-1	-8	12	1.1	0.4
COc1ccc(NC(=O)CC2C(=O)N(c3cccc(OC)c3)C(=O)N2C2CCCCC2)cc1 (centres undefined)	-1	0.2	-2	4	-79	-25	0	0.0	1.1
CCOc1ccc(Nc2ccc(N3C(=O)CCC3=O)cc2[N+](=O)[O-])cc1	-6	-0.1	4	1	-2	4	46	-0.2	-2.1

Part of the list above, showing only PPC-1+TRAIL kill:
| compound | PPC-1+TRAIL kill |
| --- | --- |
| COc1ccc(C2Nc3ccccc3C(=O)N2c2ccc(C)cc2)cc1COc1ccccn1 (centres undefined) | 3 |
| CC(=O)n1nc(-c2ccco2)nc1N | 1 |
| COc1ccc(CC(=O)NCC2(c3ccc(OC)c(OC)c3)CCOCC2)cc1 | 17 |
| FC(F)(F)c1ccccc1NC(=S)NC1CCN(Cc2ccccc2)CC1 | -5 |

Continued.
SMILES	Runt-SMMHC FRET	TNF death inh	PPC-1+TRAIL kill	MDM2 E3 inh	p47phox inh	EBV gp42 inh	CHOP inh	TRPML3 agonist	TRPN1 ag
Cc1cc(C)n(CC(O)Cn2c3ccccc3c3ccccc32)n1 (centres undefined)	0	-0.1	30	-12	-14	-18	29	-0.8	-1.5
CCOc1ccc(CC(=O)C2C(=O)CC(C)(C)CC2=O)cc1OCC	-6	0.0	5	-18	-18	-21	22	0.7	0.2
CCCCOC(=O)CCc1nc2ccccc2[nH]1	2	2.7	10	-68	-4	-2	27	-0.2	1.4
Cc1ccc(SCc2noc(C(=O)NCC3CCCO3)c2C(=O)O)cc1C (centres undefined)	0	-1.6	16	-19	-13	-17	16	0.0	0.4
Cc1onc(-c2ccccc2)c1C(=O)N/N=C/c1cccc(O)c1	5	1.8	24	-10	-4	8	-3	0.7	2.2
COC(=O)c1ccc(C(C(=O)NCc2ccccc2)N(Cc2cccs2)C(=O)c2cnccn2)cc1 (centres undefined)	3	-10	13	-3	-9	-13	-21	-0.1	1.5
CC(C)N1CCC(N2CCN(Cc3ccc(-c4ccccc4Cl)o3)CC2CCO)CC1 (centres undefined)	·	-0.2	·	0	-7	-28	-24	-0.5	-1.9
Cc1ccccc1-n1nc(SCC(=O)O)sc1=S	1	0.5	12	-7	-6	-23	-13	1.1	-0.5
C[C@H]1CC[C@H]2C(=O)N[C@H](Cc3ccccc3)C(=O)N2[C@@H]1c1ccccc1	-1	1.8	-11	·	-8	-28	-8	-0.1	1.0
CC(C)c1ccc(NC(=O)CSc2nnc(-c3ccccn3)n2C)cc1	-2	0.4	14	-11	-42	12	15	-0.2	0.3
Cc1cccc(N2CCN(CC(=O)Nc3nccs3)CC2)c1C	1	-3.0	-27	-5	5	-4	10	0.6	0.3
CS(=O)(=O)N(CC(=O)N1CCN(Cc2ccccc2)CC1)c1ccc2c(c1)OCCO2	2	1.0	7	-7	-7	-8	11	0.4	-0.1
O=C(Nc1ccccc1)c1cnc(-c2ccccc2)nc1-c1ccccc1	-4	-3.0	14	-2	-6	-14	23	0.1	0.0
Cn1c(CNc2cccc(Cl)c2)nnc1SCC(=O)OC1CCCCC1	4	-3.2	12	11	-15	-5	27	0.9	0.7
O=C(CCN1C(=O)c2ccccc2C1=O)Nc1ccc(S(=O)(=O)NC2=NCCCCC2)cc1	-4	0.0	17	12	-20	-6	1	0.1	0.5
CCOC(=O)c1cnc(SC)nc1Nc1cccc(F)c1	-6	0.8	1	-4	-6	-5	10	0.5	-0.4
FC(F)(F)c1ccc(Cl)c(-n2c(Cc3cccs3)n[nH]c2=S)c1	14	0.0	-2	-27	-13	-9	-11	0.7	-0.1
Cc1ccccc1S(=O)(=O)c1cc2ccccc2nc1N	11	3.9	-4	-13	-5	-12	25	0.7	1.6
Cc1ccc2c(c1)N=C(c1ccccc1)CC(C(Cl)Cl)=N2	-2	0.6	39	-26	-18	-9	-23	0.5	0.4
CC1(C)Cc2ccccc2C(=C(C#N)C#N)N1	0	1.5	45	-9	-10	-28	28	0.7	-1.3
CCOC(=O)C(C(=O)N(C)C)c1ncc(C(F)(F)F)cc1Cl (centres undefined)	-4	-2.7	3	-10	3	3	41	0.9	0.2
Cc1ccc(-c2cc(C(=O)O)n(-c3ccc(S(N)(=O)=O)cc3)n2)cc1	-4	-0.9	-5	-9	-1	4	3	0.5	1.5
CCOc1cc(/C=N/NC(=O)c2ccc(-c3csc(Nc4ccc(C)cc4)n3)cc2)ccc1OCC(=O)O	13	1.0	-10	-6	-29	89*	-10	0.6	-1.5
CC(=O)Nc1ccc(NC(=O)C2CCN(C(=O)c3ccc([N+](=O)[O-])cc3)CC2)cc1	2	2.9	8	4	0	-14	-6	1.4	0.3
CC(C)Cc1nnc(NC(=O)CSc2ncn[nH]2)s1	-12	-0.4	21	-3	-7	3	-14	-0.1	0.4
New compounds follow
SMILES	Runt-SMMHC FRET	TNF death inh	PPC-1+TRAIL kill	MDM2 E3 inh	p47phox inh	EBV gp42 inh	CHOP inh	TRPML3 agonist	TRPN1 ag
CCOc1ccc2[nH]c(=O)c(CN(CCN3CCOCC3)Cc3nnnn3C(C)(C)CC)cc2c1	-23	2.8	0	0	-12	-14	-2	-0.3	0.8
Cn1ncc2c(NNC(=O)c3ccc(Cl)c(Cl)c3)ncnc21	2	1.4	-18	-20	-1	2	-13	1.8	1.2
O=C(NCc1ccco1)c1csc(Nc2ccccc2Cl)n1	8	-2.5	11	2	-10	3	-5	-1.4	-2.5
CCC(CC)NC(=O)Nc1ccccc1C	1	-0.7	-4	-1	1	-6	15	-0.6	0.1
CCCCOc1ccc(C(CC(=O)NC)C(=O)O)cc1 (centres undefined)	-3	1.0	-11	1	-5	-9	11	0.6	0.4
N/C(COc1ccccc1)=N\NC(=O)c1cccnc1Oc1ccccc1	-5	-0.3	10	-31	-6	-15	14	0.3	0.1
CCc1ccc2[nH]cc(C(=O)N3CCCCCC3)c(=O)c2c1	0	0.5	10	-12	-2	-11	14	-0.2	0.1
O=C(/C=C/c1ccccc1)N1CCN(c2ccccn2)CC1	2	-3.0	12	-7	-13	2	25	0.1	1.2
COc1cccc(-n2c(N)c(C#N)c3ccc([N+](=O)[O-])cc3c2=O)c1	-10	1.3	-9	-15	-5	11	20	0.0	0.5
Cc1[nH]n(-c2ccc(Br)cc2)c(=O)c1C=Nc1ccc(S(=O)(=O)Nc2nccs2)cc1	-10	-5.0	12	-7	-18	-20	91*	0.8	-0.1
O=C(Nc1ccccc1)Nc1ccc2snnc2c1	7	1.5	24	-10	-4	5	34	11	21*
COc1ccc(/C(O)=C/C(=O)C(=O)NNC(=O)C(O)(c2ccccc2)c2ccccc2)cc1	4	0.1	-2	-20	-20	-12	22	0.2	-0.1
O=C(CSCc1ccccc1)N/N=C/c1cc2c(cc1Br)OCO2	2	1.0	18	0	-4	-5	57	1.4	1.4
S=C(Nc1cccc(Cl)c1)N1CCN(Cc2ccccc2)CC1	0	1.3	11	-3	-22	2	15	1.0	0.4
COc1ccccc1-c1c(C)oc2c(CN3CCN(C)CC3)c(O)ccc2c1=O	8	2.0	13	-16	-6	-22	12	0.8	1.7
